Compound activity from PubChem BioAssay.
Eya2 inh = Eya2 (human) phosphatase inhibition; O00167; recombinant Eya2, OMFP fluorescence dephosphorylation (OMFP is methylfluorescein phosphate); Potency, µM (doses to about 76.9 µM), for inactives: at the top dose activity, negative = inhibition, most hits filed as inhibitors; 330,000 tested, 0.006% active; note: potency is the fitted concentration of half-maximal effect; % is set by controls: 0 for no effect and ±100 for the full control effect
Target sequence (O00167 whole entry, looked up): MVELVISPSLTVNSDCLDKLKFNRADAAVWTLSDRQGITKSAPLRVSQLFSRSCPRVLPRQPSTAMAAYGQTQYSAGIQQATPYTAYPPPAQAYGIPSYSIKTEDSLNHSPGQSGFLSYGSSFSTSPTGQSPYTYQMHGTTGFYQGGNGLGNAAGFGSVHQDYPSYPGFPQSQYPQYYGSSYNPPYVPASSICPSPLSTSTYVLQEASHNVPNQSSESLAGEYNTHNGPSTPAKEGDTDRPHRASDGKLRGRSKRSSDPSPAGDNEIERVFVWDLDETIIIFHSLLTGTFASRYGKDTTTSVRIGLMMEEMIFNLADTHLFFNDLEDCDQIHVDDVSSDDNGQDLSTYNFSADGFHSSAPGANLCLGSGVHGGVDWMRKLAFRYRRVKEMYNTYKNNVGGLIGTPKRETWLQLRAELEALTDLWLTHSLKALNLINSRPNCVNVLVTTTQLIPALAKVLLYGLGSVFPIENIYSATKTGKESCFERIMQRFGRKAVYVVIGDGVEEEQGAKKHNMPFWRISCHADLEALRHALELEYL
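Eya2 (0.2 uM) preincubated 10 min at ambient with compound, then OMFP substrate added at 50 uM; 10 min reaction in 50 mM HEPES pH 7.5, 50 mM NaCl, 5 uM MgCl2, 0.05% BSA, 1 mM DTT. Fluorescence read at Ex 485/Em 525 nm.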
Tb PFK block = T. brucei PFK enzyme inhibition; O15648; T. brucei PFK, ADP-Glo luminescence; Potency, µM (titrated, usually from 57.5 µM), without a hit: at the highest dose activity, negative = inhibition, hits mostly inhibitors; 330,000 tested, 0.17% active; AID 485367;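 note: potency is the fitted concentration of half-maximal effect; 0% = uninhibited 1x PFK enzyme wells and -100% = no-enzyme wells; nearly all actives have a fitted effect of over 60% in size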
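Luminescent ADP detection (ADP-Glo, two-step: ATP depletion then ADP-to-ATP conversion for luciferase) reported PFK activity after 45 min room-temperature reaction of 1.25 nM enzyme with 0.5 mM F6P and 0.1 mM ATP at pH 8.0.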
BCR signal inh = chronic active BCR signaling inhibition | Potency, µM (highest dose often 46.1 µM), inactives show top-dose ratio change, negative = lower green/red ratio, most hits filed as inhibitors | 340,000 tested, 0.05% active | AID 493014 | ABC-DLBCL IkBa-CBG/CBR reporter, luminescence ratio, 4 h; active = well fitted inhibition curve with a large enough effect in the signal ratio, with a control signal flat, not every such curve was filed as active; inconclusive = small, poorly fitted or top-dose-only effect, or effect the other way, or a change in a side signal; the % refers to the signal ratio;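 note: potency is the fitted concentration of half-maximal effect; plate controls were basal doxycycline-induced cells for no effect and cells given 10 µM MG132 for full effect; MG132 reads +100%, hits lower the ratio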
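TMD8 ABC-DLBCL cells carrying doxycycline-inducible green luciferase fused to IkappaBalpha plus unfused red luciferase were exposed to compounds (up to 46 uM) for 4 hrs at 37C. Activity came from the overlap-corrected green/red luminescence ratio.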
AT treatment = potential ataxia-telangiectasia treatments restoring KAP-1 phosphorylation; […] A-T fibroblasts, KAP-1 phosphorylation AlphaLISA; neocarzinostatin DNA damage 30 min before lysis; Potency, µM (top dose mostly 57.5 µM), for the others: at the highest dose activation, most hits filed as activators; 320,000 tested, 0.19% active; note: potency is the fitted concentration of half-maximal effect; % of control where 0% means no effect; nearly all actives have a fitted effect of over 45% in size
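hTERT-immortalized A-T patient fibroblasts ([…]), 500 cells/well in OPTI-MEM, 1% FBS, got compounds for 60 min, then NCS for 30 min at 37C. Lysates were then assayed for phospho-KAP-1 by AlphaLISA (anti-pKAP1 donor, anti-KAP1 acceptor beads), 6 hr at 25C.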
S-ASM inh = human S-ASM enzyme inhibition. P17405. placental ASM, HMU-PC fluorogenic substrate, 60 min. AID 504937. 340,000 tested, 0.006% active. Potency, µM (top dose mostly 57.5 µM), inactives show top-dose activity change, negative = inhibition, actives largely listed as inhibitors; note: potency is the fitted concentration of half-maximal effect
Target sequence (P17405 47-631 limits assumed): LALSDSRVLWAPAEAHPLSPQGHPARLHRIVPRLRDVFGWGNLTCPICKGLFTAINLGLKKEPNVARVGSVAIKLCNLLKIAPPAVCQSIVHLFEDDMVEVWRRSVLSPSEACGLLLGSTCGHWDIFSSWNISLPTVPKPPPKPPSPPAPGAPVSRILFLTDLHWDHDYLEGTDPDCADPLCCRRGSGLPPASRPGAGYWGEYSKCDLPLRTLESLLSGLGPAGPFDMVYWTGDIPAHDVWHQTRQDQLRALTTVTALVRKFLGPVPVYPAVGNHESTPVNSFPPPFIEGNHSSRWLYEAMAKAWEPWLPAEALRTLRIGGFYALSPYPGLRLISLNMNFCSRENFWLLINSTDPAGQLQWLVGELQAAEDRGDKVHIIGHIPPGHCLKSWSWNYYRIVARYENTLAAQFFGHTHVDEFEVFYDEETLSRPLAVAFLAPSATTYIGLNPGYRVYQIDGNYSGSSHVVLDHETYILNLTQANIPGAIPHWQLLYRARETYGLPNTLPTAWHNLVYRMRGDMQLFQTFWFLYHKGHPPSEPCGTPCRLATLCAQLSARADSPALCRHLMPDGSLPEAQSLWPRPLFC
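Steps: dispense placental human ASM, pin compound, wait 10 min at room temperature, add HMU-PC0 substrate at 9 uM final, incubate 60 min at 37 °C, add stop solution raising pH to 10, read fluorescence.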
Mito fusion act = blocks mitochondrial division or promotes mitochondrial fusion. S. cerevisiae fusion-defective mutant growth rescue, CellTiterGlo 48 h. Potency, µM (highest dose often 46.1 µM), for inactives: at the top dose growth rescue (activation), most hits filed as activators. 320,000 tested, 0.23% active. AID 485298;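 note: potency is the fitted concentration of half-maximal effect; % of control where 0% means no effect; nearly all actives have a fitted effect of over 45% in size; temperature-sensitive fusion mutants such as fzo1-1 at 37 °C on non-fermentable ethanol glycerol medium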
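Compounds are tested for their ability to restore growth of mitochondrial fusion-defective yeast strains at non-permissive 37C in YPEG medium over 48 hours. Viability is quantified by luciferase luminescence.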
a7 integrin act = activators of alpha7 integrin expression for muscular dystrophy; alpha7betagal myoblasts, beta-gal FDG fluorescence, 48 h; Potency, µM (series often up to 38.3 µM), for the others: at the highest dose activation, hits mostly activators; 350,000 tested, 0.064% active; AID 624291;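 note: potency is the fitted concentration of half-maximal effect; 100% = response of the positive control SU9516; nearly all actives have a fitted effect of over 60% in size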
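Alpha7betagal+/- myoblasts (passage 13) were plated 16-24 hr, then exposed to compounds (1:260 dilution of DMSO stock) for 48 hours at 37C. After MPER lysis, β-galactosidase reporter activity was read as FDG fluorescence (ex 480/em 540) after 30 minutes.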
TSHR antag = blocks TSH signaling through the human TSH receptor | 330,000 tested, 0.2% active | TSHR-expressing cells, TSH-stimulated cAMP HTRF, 2 h; active compounds read low | activity change, negative = inhibition, % at 11.5 µM | AID 504810 | P16473;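 active = activity change below a set negative limit, meaning inhibition stronger than a set level, cut at about -70% in these data; inconclusive = activity change between two set negative limits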; note: % is set by controls: 0 for no effect and ±100 for the full control effect
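Competitive HTRF cAMP read-out (cryptate anti-cAMP antibody, cAMP-d2; 30 min, room temperature) in freshly harvested TSHR cells. Compounds added before TSH at EC80 (4nM final), followed by 2 hours' incubation at 37 deg C.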
TCR activator = activates T cell receptor signaling | primary human leukocytes, anti-CD3, IL-2 HTRF, 48 h | Potency, µM (series often up to 9.22 µM), without a hit: at the top dose activation of IL-2 secretion, hits mostly activators | 330,000 tested, under 10 active; note: % of control where 0% means no effect
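HTRF read-out of IL-2 secretion: europium cryptate donor excited at 320nm, d2 acceptor emission at 665nm. Cells were primary human leukocytes incubated 48 hr with compounds and a-CD3 beads, supplying TCR signal only.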
PTAP TSG101 blk = blocks PTAP/TSG101 interaction to inhibit HIV-1 budding; 340,000 tested, under 10 active; Fluorescence polarization, FITC-PTAP peptide / Tsg101 binding; Potency, µM (titrated, usually from 115 µM), for inactives: at the highest dose activity change, negative = inhibition, hits mostly inhibitors; Q99816; active = well fitted inhibition curve with a large enough effect in the main read-out, with a control signal flat, not every such curve was filed as active; inconclusive = small, poorly fitted or top-dose-only effect, or effect the other way, or a change in a side signal; inactive = no such curve, though single readings can be large or run the other way; note: potency is the fitted concentration of half-maximal effect; % of control where 0% means no effect
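Tsg101 binding domain (10 uM final) was mixed with compound and a FITC-labeled PTAP peptide (50 nM final) in HEPES pH 7.5 buffer with NaCl, Tween 20, EDTA and TCEP; fluorescence polarization was read after 20 min at r.t.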
ELG1 DNA repair = blocks ELG1-dependent DNA repair in HEK293T cells | HEK293T ELG1-luciferase reporter, luminescence, 16 h; DNA damage induced by 5-fluorouridine | Potency, µM (doses to about 46.1 µM), inactives show top-dose activity change, negative = inhibition, actives largely listed as inhibitors | 330,000 tested, 2.3% active | AID 504467; note: potency is the fitted concentration of half-maximal effect; % is set by controls: 0 for no effect and ±100 for the full control effect; nearly all actives have a fitted effect of over 55% in size
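DMSO vehicle served as the neutral condition. Each well held 2,000 cells given 5-fluorouridine plus compound; after 16 hr at 37 °C/5% CO2, ONE-Glo was added and luciferase measured 30 min later.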
* marks the source's active call; other numbers are inactive results; ? = inconclusive; . = not tested or not shown; & = joins results of further samples; [ ] = dose if it differs, or a comment. Unless noted, calls come from the whole dose curve; as a rule, active = well fitted curve in the direction sought with a large enough effect; inconclusive = small, poorly fitted or top-dose-only effect, or another doubt; inactive = no such curve, though single readings can be large; an effect the other way counts as inactive or inconclusive. Outcome played no part in choosing rows. About 3.2% of those tested had a hit in this group.

SMILES	Eya2 inh	Tb PFK block	BCR signal inh	AT treatment	S-ASM inh	Mito fusion act	a7 integrin act	TSHR antag	TCR activator	PTAP TSG101 blk	ELG1 DNA repair
COc1ccc(NC(=O)C2CCN(c3nc(C)nc4c3CCC4)CC2)cc1	8%	1%	1%	6%	6%	-9%	-35%	-18	-8%	-3%	0.73µM*
OC(CN(c1ccccc1)c1ccccc1)Cn1cnc2ccccc21 (stereo not drawn)	-4%	0%	?	4%	-16%	9%	-40%	-5	1%	-1%	?
C=CCC1(O)C(=O)N2C(=C1C(=O)N1CCOCC1)c1ccccc1CC2(C)C (stereo not drawn)	30%	0%	-12%	.	4%	6%	7%	4	5%	-4%	13%
O=C(CN1CCN(c2cccc(C(F)(F)F)c2)CC1)N(C1CC1)C1CCS(=O)(=O)C1 (stereo not drawn)	9%	-1%	1%	8%	9%	-4%	?	6	2%	-2%	-9%
CCOC(=O)N1CCN(S(=O)(=O)N2CCCC(C(=O)NCc3cccc(OC)c3)C2)CC1 (stereo not drawn)	-4%	0%	0%&-3%	14%	-1%	0%	11%	6	5%	-1%	-18%
COc1ccc(C(=O)N2CCC(n3nccc3NC(=O)C3CC3)CC2)c(OC)c1OC	0%	-5%	1%	1%	5%	-5%	-6%	2	-7%	2%	?
CCCn1ncc(CN2CCC(CO)(Cc3ccc(OC)cc3)CC2)c1C	-1%	-3%	-3%	5%	5%	-2%	-17%	-9	3%	-2%	1%
COc1ccc(-c2c(C)c3ccc(OCC(C)=O)cc3oc2=O)cc1	-11%	10%	-21%	4%	.	3%	.	-22	.	.	?
NC(=O)N/N=C/C=C/c1ccccc1	3%	-1%	6%	-3%	-4%	-1%	12%	7	-13%	3%	25%
CCCn1cc(CN2CCCC(CNC(=O)c3ccc(F)cc3)C2)c(C)n1 (stereo not drawn)	-4%	-4%	0%	0%	-1%	-1%	-14%	1	-5%	-1%	-1%
Cc1[nH]nc(SCC(=O)NCc2ccccc2)c1[N+](=O)[O-]	9%	0%	3%	0%	-1%	3%	23%	22	4%	-1%	4%
COc1ccc(OC)c(NC(=O)C(=O)NCCC2=CCCCC2)c1	-11%	3%	1%	9%	-2%	1%	-7%	-13	-10%[46.1 µM]	-1%	8%
Cc1nn(Cc2ccc(Cl)cc2)c(C)c1NC(=O)c1c(-c2ccccc2)noc1C	-6%	-6%	1%	-1%	-3%	10%	-42%	10	-7%[46.1 µM]	-9%	13µM*
CCCCCCC/C=N/Nc1nnc(Cc2ccccc2)c(=O)[nH]1	7%	4%	4%	-3%	-2%	-6%	-3%	6	-2%	-3%	-1%
O=C(O)C(c1ccccc1)N1C(=O)/C(=C/c2cccs2)SC1=S (stereo not drawn)	5%	4%	?	-2%	1%	-2%	2%	-5	-9%	-9%	-14%
C=CCNC(=S)NNc1nc2c(c(=O)[nH]1)C1(CCCCC1)Cc1ccccc1-2	-8%	0%	?	3%	-3%	1%	6%	-8	-3%[46.1 µM]	-1%	6%
CCOC(=O)c1c(C)c(C(=O)Nc2ccc(N(C)C)cc2)c(C)n1CC	15%	2%	1%	-7%	-1%	3%	3%[7.66 µM]	-5	.	-1%	0%
Cc1ccc(C)c(Cn2c(=O)n(-c3ccc(CC(=O)NCc4ccco4)cc3)c(=O)c3sccc32)c1	-2%	0%	?	-5%	1%	0%	13%	5	-2%	-2%	0%
Cc1ccc(-n2sc3ccccc3c2=O)cc1S(=O)(=O)N1CCCCC1	9%	13µM*	?	-9%	-9%	23%	0%	-20	4%	2%	-3%
CCOc1ccc(NC(C)=O)cc1	0%	1%	0%	1%	2%	0%	.	-7	-3%	-1%	13%
NC(=O)CC[C@H](NC(=O)c1ccc(F)cc1)C(=O)OCC(=O)Nc1ccc(N2CCOCC2)cc1	6%	?	-5%	-12%	2%	1%	-34%[inhibitor]	-1	-3%[46.1 µM]	-2%	0%
CN(Cc1ccccc1)C(=O)COC(=O)c1ccccc1SCC(=O)N1CCCC1	14%	5%	0%	-3%	2%	2%	-15%	-6	-1%	-1%	-22%
CCC1CCCCN1C(=O)CSc1nnc(-c2ccc(Cl)s2)o1 (stereo not drawn)	-12%	0%	1%	-1%	1%	?	15%	-1	-3%	-3%	?
CCOC(=O)c1cnc2c(ccc3ccccc32)c1N	-9%	1%	?	1%	34%[activator]	1%	?	9	.	-2%	?
CCC1=C(OC(=O)N(CC)CC)N2C(=O)OC(=NCCc3c[nH]c4ccccc34)[C@]2(C)[C@H]2C1=CC[C@H]1C(=O)N(C)C(=O)[C@H]12	-3%	-3%	-1%	-6%	1%	10%	3%	9	8%	-1%	11%
c1ccc(-n2nnnc2-c2cnc(-c3ccncc3)nc2-c2cccs2)cc1	2%	2%	?	-2%	-2%	?	-2%	26	-23%[46.1 µM]	-9%	0%
O=c1[nH]c(C2CCN(S(=O)(=O)c3ccc(S(=O)(=O)NC4CC4)cc3)CC2)nc2c1nnn2Cc1cccc(F)c1	-11%	-1%	?	4%	78%[activator]	-2%	?	-3	-5%	-1%	13µM*
CC(C)(C)c1ccc(C2(C)NC(=O)N(CC(=O)c3ccc[nH]3)C2=O)cc1 (stereo not drawn)	-17%	1%	10%	5%	-1%	5%	-17%	-25	1%	-5%	-1%
COc1ccc(-n2ncc3c2CC(C)(C)CC3NC(=O)C2=CC(=O)CC(C)(C)O2)cc1 (stereo not drawn)	-6%	1%	-4%	5%	-1%	-1%	-12%	5	5%	-2%	14%
O=C(Oc1ccc2c(=O)c(Cl)coc2c1)c1ccncc1	3%	4%	1%	13%	16%	3%	-12%	15	13%	-9%	-3%
CCc1c(C)sc(NC(=O)CN2CCN(C(=O)c3ccco3)CC2)c1C(=O)OC	-7%	1%	-3%	9%	-10%	-5%	-38%	-17	7%	-13%	?
CNC(=O)c1[nH]cnc1C(=O)Nc1ccccn1	0%	-11%	5%	-7%	-2%	-12%	-4%	14	0%	1%	?
O=C(Nc1ccc(S(=O)(=O)N2CCCC2)cc1)c1ccc2c(=O)n3c(nc2c1)CCCCC3	1%	0%	?	.	1%	-9%	5%	-9	2%[46.1 µM]	-1%	10µM*
O=[N+]([O-])c1cc(S(=O)(=O)CCCN2CCOCC2)ccc1F	-6%	0%	?	-5%[11.5 µM]	7%	-3%	-40%	-5	2%	-3%	11%
NC1=NC(=O)/C(=C\c2ccco2)S1	-18%	1%	8%	3%	-2%	-9%	-8%	-7	4%	-1%	-2%
CCCCC(=O)Oc1c(S(=O)(=O)c2ccccc2)c(C)nn1C(C)(C)C	-1%	8%	3%	5%	-2%	-17%	5%	-6	1%	-3%	-10%
Cc1cc(NC(=O)c2ccc(Cl)cc2)n(CCC#N)n1	-3%	5%	-8%	2%	-1%	7%	9%	3	9%	-4%	25%
COc1ccc(C2=CC3=C(Br)C(=O)C(C)(O)C(=O)C3=CO2)cc1 (stereo not drawn)	1%	-12%	12%	16%	3%	-11%	6%	-5	-17%	-10%	?
O=C(N/N=C/C(Br)=C/c1ccccc1)c1ccccc1[N+](=O)[O-]	-7%	-1%	?	-1%	-9%	-13%	0%	-2	-2%	3%	7%
COc1cccc(NC(=O)CN(C)C(=O)c2ccc(OCC3CCCO3)cc2)c1 (stereo not drawn)	3%	4%	5%	6%	-5%	-7%	-3%	23	3%	-3%	2%
COC(=O)[C@H](Cc1ccccc1)NC(=O)N1CCCCC1	20%	1%	1%	-16%	-2%	1%	27%	-2	-3%	1%	?
O=C(CCNC(=O)c1ccccc1Cl)OCC(=O)c1ccccc1	11%	-3%	1%	-6%	-1%	-2%	6%	0	-7%	5%	-6%
